TrxR1 inh: blocks rat thioredoxin reductase 1; AID 588453; hit rate 1% among 390,000; O89049; recombinant rTrxR1, NADPH fluorescence consumption, selenite substrate; Potency, µM (series often up to 114 µM), for inactives: at the top dose activity change, negative = inhibition, actives largely listed as inhibitors; note: potency is the fitted concentration of half-maximal effect; % is set by controls: 0 for no effect and ±100 for the full control effect; nearly all actives have a fitted effect of over 65% in size
Target sequence (O89049 whole entry, looked up): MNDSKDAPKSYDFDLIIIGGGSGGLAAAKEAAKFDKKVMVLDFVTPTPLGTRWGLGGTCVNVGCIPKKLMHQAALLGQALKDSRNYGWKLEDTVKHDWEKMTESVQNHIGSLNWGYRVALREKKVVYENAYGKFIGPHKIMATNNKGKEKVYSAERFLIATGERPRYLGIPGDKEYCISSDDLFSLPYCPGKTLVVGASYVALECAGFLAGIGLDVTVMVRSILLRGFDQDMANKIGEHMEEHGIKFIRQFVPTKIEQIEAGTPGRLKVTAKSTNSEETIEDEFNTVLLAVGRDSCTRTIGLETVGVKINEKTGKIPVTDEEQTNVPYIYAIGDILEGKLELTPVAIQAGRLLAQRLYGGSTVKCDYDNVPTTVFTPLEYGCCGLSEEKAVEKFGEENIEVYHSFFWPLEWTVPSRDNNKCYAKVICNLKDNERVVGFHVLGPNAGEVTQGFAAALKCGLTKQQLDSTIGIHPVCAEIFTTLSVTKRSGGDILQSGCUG
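Rat TrxR1 (90 nM in the dispensed reagent) was pre-reduced with 400 uM NADPH for 5 min at room temperature, then incubated with compound for 15 min. After 400 uM selenite was added, NADPH fluorescence (Ex 340/Em 450 nm) was followed for 8 min.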
Pin1 inh: blocks the human prolyl isomerase Pin1. Potency, µM (titrated, usually from 115 µM), without a hit: at the top dose activity, negative = inhibition, actives largely listed as inhibitors. Pin1 FP peptide displacement, HiFluor488, 10 min. Q13526. hit rate 0.009% among 390,000; active = well fitted inhibition curve with a large enough effect in the polarisation, with a control signal flat, not every such curve was filed as active; inconclusive = small, poorly fitted or top-dose-only effect, or effect the other way, or a change in a side signal; inactive = no such curve, though single readings can be large or run the other way; the % refers to the polarisation; note: potency is the fitted concentration of half-maximal effect; % is set by controls: 0 for no effect and ±100 for the full control effect
Target sequence (Q13526 whole entry, looked up): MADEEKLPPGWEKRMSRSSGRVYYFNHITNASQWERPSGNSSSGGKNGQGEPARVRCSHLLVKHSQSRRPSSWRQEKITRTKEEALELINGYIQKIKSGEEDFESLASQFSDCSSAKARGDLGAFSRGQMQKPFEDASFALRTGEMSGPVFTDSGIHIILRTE
HP1b chromo inh: inhibitors of HP1-beta chromodomain binding to methylated histone tails | P83916 | AlphaScreen HP1-beta / biotin-H3K9me3 peptide binding | Potency, µM (top dose mostly 114 µM), for the others: top-dose activity change, negative = inhibition, actives largely listed as inhibitors | hit rate 0.56% among 390,000 | AID 540317; note: potency is the fitted concentration of half-maximal effect; nearly all actives have a fitted effect of over 70% in size; inactives centre near 23
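AlphaScreen: HP1-beta (50 nM) preformed 30 min with biotin-H3(1-18)K9me3 peptide (50 nM) in PBS pH 7.4, 0.01% Tween-20. Compound added for 30 min at RT, then streptavidin donor/nickel chelate acceptor beads (10 ug/mL) for 30 min.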
USP1 inh: USP1/UAF1 (human) deubiquitinase inhibition. O94782. recombinant USP1/UAF1, Ub-Rhodamine cleavage fluorescence. Potency, µM (doses to about 57.1 µM), inactives show at the highest dose activity change, negative = inhibition, actives largely listed as inhibitors. hit rate 0.23% among 390,000. AID 743255; note: potency is the fitted concentration of half-maximal effect; % is set by controls: 0 for no effect and ±100 for the full control effect; nearly all actives have a fitted effect of over 60% in size; inactives centre near -12
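Step one: compound is pinned into 1nM USP1/UAF1 in HEPES pH 7.8 buffer with TCEP. Step two: 15 min room-temperature incubation. Step three: Ub-Rho (150nM final) starts cleavage, tracked by fluorescence over six one-minute reads.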
mIDH1 inhibitor: blocks human mutant IDH1 R132H enzyme. O75874. IDH1-R132H enzyme, NADPH consumption, diaphorase/resazurin fluorescence. Potency, µM (titrated, usually from 76.6 µM), inactives show top-dose activity change, negative = inhibition, hits mostly inhibitors. hit rate 0.093% among 390,000. AID 602179; note: potency is the fitted concentration of half-maximal effect; % is set by controls: 0 for no effect and ±100 for the full control effect; nearly all actives have a fitted effect of over 65% in size
Target sequence (O75874 whole entry R132H, stated change not applied): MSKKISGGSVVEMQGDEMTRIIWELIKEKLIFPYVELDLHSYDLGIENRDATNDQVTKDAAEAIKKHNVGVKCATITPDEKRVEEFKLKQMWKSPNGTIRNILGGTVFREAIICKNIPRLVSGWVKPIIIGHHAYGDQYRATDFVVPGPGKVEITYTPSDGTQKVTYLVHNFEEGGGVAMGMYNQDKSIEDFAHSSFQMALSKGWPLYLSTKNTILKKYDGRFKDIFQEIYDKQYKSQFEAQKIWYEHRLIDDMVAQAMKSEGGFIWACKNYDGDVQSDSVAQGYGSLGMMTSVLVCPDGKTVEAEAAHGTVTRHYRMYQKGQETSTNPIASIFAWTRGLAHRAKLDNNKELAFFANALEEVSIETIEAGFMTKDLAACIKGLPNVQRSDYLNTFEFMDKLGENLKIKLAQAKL
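IDH1-R132H (0.5 ug/mL dispensed) in pH 7.5 Tris buffer was preincubated 30 min with compound, then given a substrate mix of 0.016 mM NADPH and 2 mM alpha-KG for 80 min at room temperature; remaining NADPH was read by diaphorase/resazurin fluorescence.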
GLS inhibitor: glutaminase GLS (human) inhibition; O94925; GLS enzymatic activity, qHTS titration; Potency, µM (highest dose often 45.5 µM), for the others: top-dose activity change, negative = inhibition, most hits filed as inhibitors; hit rate 0.21% among 410,000; AID 624170; note: potency is the fitted concentration of half-maximal effect; % is set by controls: 0 for no effect and ±100 for the full control effect
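Human kidney-isoform GLS in 45 mM KH2PO4 pH 8.2, 0.02% Tween-20, with compound, started with 1mM L-Glutamine (added stock). Glutamate oxidase/HRP/Amplex red coupled fluorescence read at start and after 30 min at RT.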
Tb PGK inh: blocks T. brucei phosphoglycerate kinase. PGK/GAPDH coupled, Kinase-Glo luminescence, 60 min. P07378. hit rate 0.043% among 380,000. Potency, µM (highest dose often 57.5 µM), inactives show top-dose activity change, negative = inhibition, hits mostly inhibitors; note: potency is the fitted concentration of half-maximal effect; % is set by controls: 0 for no effect and ±100 for the full control effect; nearly all actives have a fitted effect of over 60% in size
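Luminescent ATP detection (Kinase-Glo Plus) follows a 60-minute room-temperature incubation, with wells lacking PGK as controls. Buffer: 100 mM TEA (pH 7.6), 5 mM MgCl2, 0.01% Tween-20. Coupling enzyme GAPDH (100 nM final) supplies unstable 1,3-BPG in-well.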
PI4K2A inh: blocks human PI4K2A kinase activity | Q9BTU6 | purified PI4K2A, ADP-Glo luminescence, 1 h; hits give low values | activity change, negative = inhibition, % at 76.9 µM | hit rate 0.13% among 420,000 | AID 1346378; in the data active = activity change below about -50%; inconclusive = mostly about -30% to -49%;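 note: -100% = wells without enzyme as full effect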
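Compounds are screened against recombinant PI4K2A using PI as substrate and ATP, the latter dispensed at 300 microM. Reactions run one hour at ambient temperature before ADP-Glo detection; full inhibition defined by wells lacking enzyme.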
TrxR1 substrate: rat thioredoxin reductase 1 substrate activity | purified TrxR1 substrate turnover, NADPH consumption readout | Potency, µM (series often up to 114 µM), inactives show at the highest dose activity change, negative = substrate turnover | hit rate 0.01% among 390,000 | AID 588456; note: potency is the fitted concentration of half-maximal effect; % is set by controls: 0 for no effect and ±100 for the full control effect; nearly all actives have a fitted effect of over 50% in size
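Rat TrxR1, dispensed at 90 nM, was prereduced with 400 uM NADPH (final) for 5 min at ~22 deg C, then incubated with compound 15 min before 400 uM selenite. A first-read NADPH fluorescence drop versus no-compound background flagged substrates.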
Active calls of the source: *; i = inactive; ? = inconclusive; / = not tested or not shown; & = joins results of further samples; [ ] = another dose, or the depositor's remark. Unless noted, calls come from the whole dose curve; as a rule, active = well fitted curve in the direction sought with a large enough effect; inconclusive = small, poorly fitted or top-dose-only effect, or another doubt; inactive = no such curve, though single readings can be large; an effect the other way counts as inactive or inconclusive. Some of the compounds tested; the hit share may differ from the screen's.

TrxR1 inh,Pin1 inh,HP1b chromo inh,USP1 inh,mIDH1 inhibitor,GLS inhibitor,Tb PGK inh,PI4K2A inh,TrxR1 substrate,SMILES
21%,70%[activator],?,-16%,-8%,35%[activator],i,0,5%,CCN(CC)c1ccc(NC(=O)c2sc3ccccc3c2Cl)cc1
11%,-2%,13%,-20%,-7%,-3%,-1%,0,1%,O=C(Cn1nc(-c2ccc(Cl)cc2)ccc1=O)NCC1COCCO1 (centres undefined)
10%[57.1 µM],-2%,47%[activator],-15%,2%,-7%,i,0,-5%,CC1CC(C)CN(CC(=O)c2cccs2)C1 (centres undefined)
/,/,/,-24%,12%,2%,i,-1,/,COc1ccc(CN2C(=O)C(CC(=O)NC3CCCCC3)CC(C(=O)N(C)C)=C2C)cc1 (centres undefined)
-7%,1%,27%,-24%,3%,-1%,-1%,-1,-7%,Nn1c(Cc2cccc3ccccc23)nnc1SCCOc1ccc(Br)cc1
29%[57.1 µM],-10%,24%,8%,1%,-16%,6%,-4,8%[57.1 µM],Cc1ccc(C(=O)CSc2ncc3c(n2)-c2ccccc2N(Cc2ccc(Cl)cc2)S3(=O)=O)cc1
-11%,?,?,-15%,6%,?,-16%,-7,7%,Cc1cc(C(=O)COC(=O)c2cc(Cl)c(O)c(Cl)c2)c(C)n1C
19%,24%,36%,-14%,18%,-14%,-1%,-3,4%,COc1ccccc1CNc1nc(-c2ccco2)nn1S(=O)(=O)c1ccc(C)cc1
14%,-8%,?,-24%,13%,9%,-9%,1,0%,CC1CCN(CCCOc2ccc(Cl)cc2Br)CC1
8%,0%,32%,-16%,6%,-9%,-9%,8,-3%,Cc1ccc(S(=O)(=O)Nc2ccccc2F)cc1C(=O)N1CCCC1

Next part (2 carried over from the part before).
TrxR1 inh,Pin1 inh,HP1b chromo inh,USP1 inh,mIDH1 inhibitor,GLS inhibitor,Tb PGK inh,PI4K2A inh,TrxR1 substrate,SMILES
14%,-8%,?,-24%,13%,9%,-9%,1,0%,CC1CCN(CCCOc2ccc(Cl)cc2Br)CC1
8%,0%,32%,-16%,6%,-9%,-9%,8,-3%,Cc1ccc(S(=O)(=O)Nc2ccccc2F)cc1C(=O)N1CCCC1
6%,5%,?,-24%,-18%,27%,-8%,2,16%,COc1ccc(-c2c3c(=O)n(C)c(=O)n(C)c3cn2C2CCCCC2)cc1
18%,0%,24%,-16%,0%,-2%,-6%,5,2%,COc1cccc(CC(=O)NNC(=O)CN(C)S(=O)(=O)c2ccc(C)cc2)c1
8%&3%,-5%&-2%,22%&13%,-15%,-6%,24%,8%,-1,-4%&1%,COc1cc(O)c(C(CCN2CCOCC2)c2cc(OC)c(OC)c(OC)c2)c(OC)c1 (centres undefined)
8%,-9%,39%[activator],-13%,0%,-1%,-3%,2,-5%,CC1CCCN(C(=O)NC2CC(=O)N(c3ccc4c(c3)OCCO4)C2)C1 (centres undefined)
11%,-6%,9%,-5%,4%,3%,-5%,-2,12%,COc1ccc(S(=O)(=O)N2C3CCC2CC(NC(=O)NC2CCCCC2)C3)cc1 (centres undefined)
18%,-1%,37%,-21%,0%,?,-6%,-1,4%,COc1cc(C(=O)NCC2CCCO2)ccc1OCc1ccc(Cl)cc1 (centres undefined)
24%[57.1 µM],2%,23%,3%,-15%,4%,0%,7,8%[57.1 µM],CC1CCCC(C)N1CCCNC(=O)c1csc2c1CCCCC2 (centres undefined)
-11%,60%[activator],23%,-24%,2%,-3%,i,-2,-8%,Cc1cc(C)cc(NC(=O)CSc2nncn3c2cc2occc23)c1
19%,0%,1%,4%,3%,7%,-9%,0,6%,O=C(NCc1ccc2c(c1)OCO2)c1ccc2c(=O)n(C3CCCC3)c(=O)[nH]c2c1
-48%,2%,5%,-10%,1%,?,-8%,-1,-6%,CCCN=Cc1ccc(O)cc1
13%[57.1 µM],1%,13%,-6%,0%,-20%,-2%,-2,-16%,CC1CCN(Cc2c(C(=O)N/N=C/c3ccc(C(C)C)cc3)nnn2-c2nonc2N)CC1
-15%,1%,26%,-27%,-1%,2%,-10%,-4,-4%,N#Cc1ccccc1S(=O)(=O)N1CCN(C(=O)c2cn(-c3ccccc3)nc2-c2cccnc2)CC1
7%,-6%,25%,-17%,-3%,-1%,1%,-2,-2%,O=C(Nc1cccc(F)c1)c1c(F)c(F)c(F)c(F)c1F
14%,-9%,52%[activator],-19%,-2%,19%,i,-4,1%,CC(=O)Nc1ccc(S(=O)(=O)NNC(=O)CCC(=O)NCc2ccccc2)cc1
17%[57.1 µM],?,-18%[57 µM],-24%,?,-4%,-2%,1,-1%[57.1 µM],O=C(CSc1nccn1Cc1ccc(F)cc1)Nc1nc2ccccc2s1
-2%[57.1 µM],-7%,26%,12%,13%,1%,3%,1,8%[57.1 µM],Cc1[nH]c(=O)c(C#N)c(C)c1CSc1ncccn1
-11%[57.1 µM],33%[activator],?,-19%,6%,11%,-7%,2,-2%[57.1 µM],COC(=O)c1[nH]c2ccc(C)cc2c1NC(=O)CN1CCCc2ccccc21
10%[57.1 µM],62%[activator],-2%,-10%,1%,6%,8%,2,4%[57.1 µM],COCCCn1c(C)nnc1SCc1ccc(C(C)(C)C)cc1
24%[57.1 µM],0%,60%[activator],-15%,3%,-9%,4%,1,10%[57.1 µM],Nc1ccccc1C(=O)N1CCCC1
17%,-5%,22%,?,1%,5%,-7%,-4,1%,COc1ccc(N(C(=O)c2ccccc2C)S(=O)(=O)c2ccc3c(c2)n(C)c(=O)n3C)cc1
-7%,11%,51%[activator],-14%,13%,2%,-7%,-4,4%,Cc1ccc(C(=O)NCC(c2ccco2)N2CCCCC2)s1 (centres undefined)
16%,21%,15%,/,/,/,/,/,7%,Cc1sc2ncn(/N=C/c3cn(-c4ccccc4)nc3-c3ccccc3)c(=O)c2c1C
32%,-12%,5%,-15%,2%,-13%,-2%,1,6%,Cc1ccc(Cl)cc1N1CCN(C(=O)c2noc(C(C)C)c2[N+](=O)[O-])CC1
23%,?,6%,-24%,0%,-14%,-2%,2,2%,COc1ccc(S(=O)(=O)N(CCc2ccccc2)CC(=O)Nc2cc(C)cc(C)c2)cc1OC
20%[57.1 µM],-5%,34%,-17%,4%,-23%,2%,0,7%[57.1 µM],CC(=O)N1N=C(N)SC1c1cccc([N+](=O)[O-])c1 (centres undefined)
-6%,?,25%,-8%,0%,15%,8%,-3,-11%,O=C(O)/C=C\c1cccc(-n2cnnn2)c1
17%[57.1 µM],7%,37%,-7%,-4%,4%,7%,-4,2%[57.1 µM],FC(F)(F)c1nnc2n1N=C(c1cccs1)CS2
6%,4%,19%,-7%,-8%,-1%,5%,-2,-2%,Cc1ccccc1OC(=O)c1cccc(S(=O)(=O)N2CCN(C)CC2)c1
31%,3%,170%[activator],-33%,2%[38.3 µM],-5%,0%,-3,4%,COc1ccc(C2CC(=O)Oc3cc(C)cc(C)c32)cc1 (centres undefined)
13%,-2%,51%[activator],-22%,7%,4%,/,0,3%,Cc1cc(C)nc(NC(=O)c2ccccc2O)n1
21%,5%,11%,-8%,-9%,15%,-1%,1,0%,Cc1cc(C)cc(NC(=O)N2CCCN(Cc3c(F)cccc3Cl)CC2)c1
13%[57.1 µM],25%,11%[57 µM],?,14%,1%,i,-4,-1%[57.1 µM],CCN(CC)c1ccc(C(=O)NCc2nc3cccnc3n2Cc2ccc(C)cc2)cc1
5%,3%,17%,-9%,2%,2%,-4%,1,6%,Cc1ccc(S(=O)(=O)NCCc2cc3ccc(C)cc3[nH]c2=O)cc1
5%,1%,?,-10%,-5%,-3%,/,-1,1%,COc1ccc(C)cc1NC(=O)C(NCC(O)c1ccccc1)c1ccccc1 (centres undefined)
2%,-9%,22%,-12%,-3%,3%,-3%,-4,-4%,COc1ccc(NC(=O)c2oc3ccccc3c2NC(=O)COc2ccc(C(C)C)cc2)c(OC)c1
-5%,-1%,27%,-1%,-1%,25%,2%,1,-13%,CCOc1ccc(OCC)c(S(=O)(=O)NNC(=O)c2c(C)nc3ccccn23)c1
28%[57.1 µM],-3%,?,-2%,12%,30%,-2%,-4,13%[57.1 µM],COc1cc(/C=N/N(C)c2ccccc2)ccc1O
12%,5%,34%,-21%,-4%,-3%&-1%,i,1,5%,C[C@H]1C[C@H]2[C@@H]3CCC4=CC(=O)C=C[C@]4(C)[C@@]3(F)[C@@H](O)C[C@]2(C)[C@@]1(O)C(=O)CO
-14%,-2%,9%,-4%,32%,7%,-9%,0,4%,CCCOc1ccc(C(=O)Nc2ccc(S(=O)(=O)N3C[C@@H]4C[C@@H](C3)c3cccc(=O)n3C4)cc2)cc1
8%,14%,21%,/,/,/,/,/,5%,Cc1csc(B(O)O)c1
-3%,-2%,8%,-12%,-1%,8%,7%,5,-1%,CC(=O)c1ccc(S(=O)(=O)N(C)CCCC(=O)N2CCN(c3ncccn3)CC2)cc1
17%[57.1 µM],-2%,?,-22%,3%,6%,-6%,4,2%[57.1 µM],Brc1ccc(CN2CCN(c3ccccc3)CC2)o1
33%,-7%,41%[activator],-24%,5%,2%,-7%,3,5%,CC(C)NC(=O)N(Cc1ccc(Cl)cc1)Cc1cccs1
